HTT aggregate: mutant huntingtin aggregation inhibition; Potency, µM (series often up to 46.1 µM), inactives show at the top dose activity change, negative = inhibition, actives largely listed as inhibitors; actives 1.1% (n = 220,000); AID 1688; PC12 HttQ103-GFP aggregates, Acumen cytometry, 40 h; also: potency is read from the fitted curve at half-maximal effect; % is scaled to controls: 0 for no effect and ±100 for the full control effect; nearly all actives have a fitted effect of over 60% in size
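Aggregates are detected as GFP objects 1–25 µm with signal 6 STDEV over background in lysates of induced PC12 cells. These carry Huntingtin exon 1 with 103 glutamines fused to GFP under an ecdysone promoter; compounds titrated.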
NPSR antagonist: neuropeptide S receptor (human) antagonism, cAMP; Q6W5P4; CHO-NPSR cells, cAMP TR-FRET, antagonist mode; Potency, µM (titrated, usually from 38.3 µM), inactives show at the top dose activity change, negative = inhibition, actives largely listed as inhibitors; actives 1% (n = 220,000); AID 1461; also: potency is read from the fitted curve at half-maximal effect; % is scaled to controls: 0 for no effect and ±100 for the full control effect; nearly all actives have a fitted effect of over 50% in size; many of its hits are not listed in these tables
IMPase Li cell: cell-permeable IMPase inhibitors with lithium potentiation; AID 1457; actives 0.35% (n = 210,000); CHO-M1 cells, IP1 TR-FRET (IP-One), carbachol + lithium; Potency, µM (doses to about 59.4 µM), for inactives: top-dose activity, negative = IMPase inhibition, most hits filed as inhibitors;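 also: IP1 builds up when IMPase is blocked and the TR-FRET signal falls; potency is read from the fitted curve at half-maximal effect; plate controls were basal vehicle for no effect and high inhibitor control for full effect; nearly all actives have a fitted effect of over 50% in size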
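Test compounds were applied to CHO-M1 cells previously cultured for 16–30 h at 2000 per well. A small lithium amount accompanied them; after 30 min at 37C, IP1 was quantified by TR-FRET.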
L3MBTL1 block: blocks human L3MBTL1. actives 0.66% (n = 230,000). AlphaScreen L3MBTL1–H3K9me1 peptide binding. Potency, µM (series often up to 57.1 µM), inactives show at the top dose activity, negative = inhibition, hits mostly inhibitors. Q9Y468. AID 485360; also: potency is read from the fitted curve at half-maximal effect; % is scaled to controls: 0 for no effect and ±100 for the full control effect; nearly all actives have a fitted effect of over 60% in size
Target sequence (Q9Y468 whole entry, looked up): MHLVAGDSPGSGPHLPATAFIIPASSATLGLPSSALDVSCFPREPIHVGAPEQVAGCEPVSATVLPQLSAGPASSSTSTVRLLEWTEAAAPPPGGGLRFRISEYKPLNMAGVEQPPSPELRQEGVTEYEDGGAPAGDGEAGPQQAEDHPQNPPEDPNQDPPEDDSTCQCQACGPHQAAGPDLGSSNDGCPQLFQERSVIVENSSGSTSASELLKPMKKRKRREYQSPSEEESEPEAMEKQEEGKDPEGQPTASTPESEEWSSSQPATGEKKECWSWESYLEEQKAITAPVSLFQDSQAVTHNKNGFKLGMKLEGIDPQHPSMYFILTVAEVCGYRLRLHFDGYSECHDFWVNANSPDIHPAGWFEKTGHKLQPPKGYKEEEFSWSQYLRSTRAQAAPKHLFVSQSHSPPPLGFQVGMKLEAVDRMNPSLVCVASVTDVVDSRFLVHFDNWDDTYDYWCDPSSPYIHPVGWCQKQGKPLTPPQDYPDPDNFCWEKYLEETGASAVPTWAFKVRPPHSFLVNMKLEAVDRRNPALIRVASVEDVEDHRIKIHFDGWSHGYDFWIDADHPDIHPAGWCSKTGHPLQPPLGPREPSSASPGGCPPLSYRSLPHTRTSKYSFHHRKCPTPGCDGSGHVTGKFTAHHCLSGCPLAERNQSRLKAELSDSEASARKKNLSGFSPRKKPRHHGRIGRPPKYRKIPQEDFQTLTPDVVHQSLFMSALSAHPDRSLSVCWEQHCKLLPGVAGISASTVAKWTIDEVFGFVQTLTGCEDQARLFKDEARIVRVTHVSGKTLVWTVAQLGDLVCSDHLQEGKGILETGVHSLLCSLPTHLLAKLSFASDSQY
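L3MBTL1 50 nM + b-AHA-H3(1-15)K9me1 75 nM, 30 min RT; compound added, 30 min RT; streptavidin donor/Ni-chelate acceptor beads 10 ug/mL each final, 30 min RT dark; AlphaScreen read.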
Epigenetic reg: epigenetic control regulation, reporter derepression. murine LDR cells, GFP reporter derepression, 30 h. Potency, µM (titrated, usually from 53.9 µM), without a hit: top-dose GFP activation, most hits filed as activators. actives 0.2% (n = 280,000). AID 1865; also: potency is read from the fitted curve at half-maximal effect; % of control where 0% means no effect; nearly all actives have a fitted effect of over 60% in size
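Readout is the number of GFP-expressing murine LDR cells, counted by cytometry following washing. Cells were treated with compound for 30 h at 37 C; the stably integrated CMV-GFP locus is normally silent.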
KinaseGlo FLuc: Kinase-Glo luciferase inhibition (counter-screen). AID 1379. Q27757. Potency, µM (titrated, usually from 38.3 µM), for the others: at the highest dose activity change, negative = inhibition, usual class: inhibitors. actives 0.28% (n = 200,000). Kinase-Glo luciferase, ATP luminescence, 8 min; also: potency is read from the fitted curve at half-maximal effect; % is scaled to controls: 0 for no effect and ±100 for the full control effect; nearly all actives have a fitted effect of over 60% in size
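Kinase-Glo luciferase light output from ATP and luciferin was measured with 10 uM ATP, within the enzyme's linear range. Buffer: 50 mM imidazole pH 7.2, 50 mM KCl, 7 mM MgCl2, 0.01% Tween 20, 0.05% BSA; luminescence read after 8 min at ambient temperature.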
CBFb-RUNX1 inh: CBF-beta/RUNX1 interaction disruption | Potency, µM (top dose mostly 59.8 µM), inactives show top-dose activity, negative = inhibition, usual class: inhibitors | Q01196+Q13951 | 230,000 tested, under 10 active | AlphaScreen CBFb-His/RUNX1-biotin binding, biochemical; also: % of control where 0% means no effect
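Bead-based AlphaScreen assay; binding partners His-tagged CBF-beta and biotinylated RUNX1 at 30 nM each. Compound exposure 15 min after a 20-min protein preincubation; bead step 90 min; all steps at room temperature.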
An asterisk follows results filed as active; ? = inconclusive; . = not tested or not shown; [ ] = dose if it differs, or a comment. Calls follow the shape of the dose curve; as a rule, active = well fitted curve in the direction sought with a large enough effect; inconclusive = small, poorly fitted or top-dose-only effect, or another doubt; inactive = no such curve, though single readings can be large; an effect the other way counts as inactive or inconclusive.

SMILES	HTT aggregate	NPSR antagonist	IMPase Li cell	L3MBTL1 block	Epigenetic reg	KinaseGlo FLuc	CBFb-RUNX1 inh
CCOC(=O)c1cnc(-c2ccccc2)nc1N1CC(C)OC(C)C1 (configuration not stated)	7%	-25%	12%	0%[11.4 µM]	1.1%	2%	1%
CCOC(=O)C1CCN(C(C(=O)NC2CCCCC2)c2ccc(OC)cc2)CC1 (configuration not stated)	-12%	-22%[46.1 µM]	-6%[38.3 µM]	.	-1.1%	4%	4%
CC(O)CN(CCC(N)=O)CCC(N)=O (configuration not stated)	1%	-3%[46.1 µM]	-1%[38.3 µM]	6%	1.3%	1%	-5%
COc1ccc(Nc2ccc([N+](=O)[O-])cc2[N+](=O)[O-])cc1	24%[9.22 µM]	25%	11%	?	0.1%	-4%	?
O=C(N/N=C1/CCS(=O)(=O)c2ccc(F)cc21)c1ccccn1	-1%	1%	2%	.	1.1%	-2%	-6%
Cn1cc(CN2CCC(CO)CC2)c(-c2ccc(Oc3ccccc3)cc2)n1	2%[9.22 µM]	-4%	20%	3%	-6.3%	2%	5%
Cc1ccccc1N1CCN(c2ccc(NC(=O)C3CCCCC3C(=O)O)cc2)CC1 (configuration not stated)	16%	-25%	4%	-9%	-1.1%	-4%	-4%
O=[N+]([O-])c1ccc(-c2ccn[nH]2)o1	-3%	4%	2%	0%	0.0%	-1%	-13%
Cc1ccc(C(=O)OCn2nnc3ccccc3c2=O)cc1[N+](=O)[O-]	-13%	5%	4%	.	-4.3%	0%	0%
Cc1nnc(SCCN2CCOCC2)n1-c1cccc(Cl)c1	?	2%[46.1 µM]	17%[38.3 µM]	.	-1.0%	-2%	9%
Cc1ccc(/C=C/C(=O)Nc2ccc([N+](=O)[O-])c(NC(=O)/C=C/c3ccc(C)o3)c2)o1	?	-14%[46.1 µM]	-3%	22µM*	9.2%	0%	?
O=C(CCN1C(=O)C2C3C=CC(C3)C2C1=O)Nc1nccs1 (configuration not stated)	1%	-6%[46.1 µM]	3%	2%	0.9%	1%	7%
CCCOc1ccc(C(=O)NCc2ccco2)cc1	-6%	-6%[46.1 µM]	-8%[38.3 µM]	-7%	2.2%	-4%	-1%
CC(=O)N1CCc2cc(S(=O)(=O)NCCCN3CCN(Cc4ccccc4)CC3)ccc21	-13%	-5%[46.1 µM]	5%[38.3 µM]	.	0.7%	0%	2%
CC(C)N1CCN(Cc2nc3ccccc3s2)CC1CCO (configuration not stated)	4%[9.22 µM]	10%	10%	3%	2.9%	1%	2%
O=C(O)CN(c1ccccc1F)S(=O)(=O)c1ccccc1	4%	-6%[46.1 µM]	-13%[38.3 µM]	5%	-3.3%	6%	7%
COCCN1CCN(Cc2nc(Cc3ccc(OC)c(OC)c3)no2)CC1	-13%[9.22 µM]	-18%	-2%	-3%	-0.6%	-6%	9%
COc1ccc(NC(=O)OCCn2c([N+](=O)[O-])cnc2C)cc1	-7%	12%	0%	21%	-0.1%	4%	4%
O=C(CN(c1ccccc1)S(=O)(=O)c1ccc(F)cc1)NC1CCS(=O)(=O)C1 (configuration not stated)	14%	10%	1%	-9%	3.3%	2%	13%
COc1cc(/C=N/Nc2nc(Nc3ccccc3)nc(N3CCCCC3)n2)ccc1OCC(=O)O	-9%	0%	-1%	-8%	0.0%	0%	?
Cc1nc(C(=O)NNC(=O)c2ccc(Cl)cc2)c(C(F)(F)F)o1	-20%[9.22 µM]	1%	.	3%	0.0%	.	-3%
COc1ccc(NC(=O)c2c[nH]c(=O)n(-c3ccc(C)c(C)c3)c2=O)cc1OC	-4%[9.22 µM]	29%	-1%	-1%	-0.1%	.	8%
O=C(Nc1ccc(F)cc1)c1ccc(S(=O)(=O)NCC2CCCO2)cc1 (configuration not stated)	?	-6%[46.1 µM]	0%[38.3 µM]	-3%	-1.2%	14%	1%
COc1cccc(CC2(CO)CCCN(S(=O)(=O)N(C)C)C2)c1 (configuration not stated)	4%[9.22 µM]	0%	3%	-1%	-4.7%	1%	7%
CC(C)c1ccc(N)c(S(=O)(=O)O)c1	-9%[9.22 µM]	9%[7.67 µM]	.	-22%	-1.4%	.	12%
C/C(CCc1oc2c(Br)cc(Br)cc2c1-c1ccc(C)o1)=N\O	11%	-17%[46.1 µM]	5%	-2%	-1.1%	1%	-9%
S=c1nc(-c2ccc(Br)cc2)[nH]c2ccccc12	-5%[9.22 µM]	46%	.	12%	2.7%	.	5%
COc1ccccc1C(=O)NCCCN1CCCC1=O	-3%	-8%[46.1 µM]	7%	?	-2.3%	-1%	10%
Cc1[nH]c2ccccc2c1C(=O)NS(=O)(=O)Nc1ccccc1	-6%	15%	-2%	0%	0.0%	0%	-8%
Cc1ccc(S(=O)(=O)N(C)C(=O)NC(=O)NS(=O)(=O)c2ccccc2)cc1	?	18%	-7%	.	1.8%	1%	-22%
CCOc1ccc2nc(COC(=O)c3cccs3)c(C(C)=O)[n+]([O-])c2c1	3%[9.22 µM]	35%	.	-5%	0.0%	.	-4%
COc1cc(CC(=O)O)ccc1OCc1ccccc1	10%[9.22 µM]	17%	.	1%	1.1%	.	17%
COc1cc(OC)c2c(=O)c(-c3ccc4c(c3)OCO4)coc2c1	.	.	1%	.	-1.4%	-2%	.
Cc1cc(Cl)ccc1NC(=S)Nc1ccccn1	-7%	-9%	9%	5%	1.1%	2%	3%
COc1ccccc1NC(=O)CCC(=O)N(Cc1ccc(OC)c(OC)c1)c1nccs1	7%[9.22 µM]	-3%	7%	-7%	-0.6%	-2%	0%
Cc1ccc(NC(=O)COC(=O)CN2C(=O)COc3ccccc32)cc1	3%	-14%[46.1 µM]	14%[38.3 µM]	.	-0.5%	-2%	4%
O=C(NCC1COc2ccccc2O1)C1C2C=CC3(CN(Cc4ccccc4Cl)C(=O)C13)O2 (configuration not stated)	10%	-15%[46.1 µM]	22%[38.3 µM]	2%	-3.2%	0%	4%
Cc1ccc(S(=O)(=O)NNC(=O)c2csnn2)cc1	-5%	9%	1%	-1%	1.1%	1%	7%
CC1=NNC(=O)C1Oc1ccccc1 (configuration not stated)	12%[9.22 µM]	9%	.	-6%	0.1%	.	5%
CCSC1=N/C(=C\c2ccccc2)C(=O)N1c1ccc(OC)cc1	20%	-42%	9%	.	1.0%	1%	2%
CC1CC(=O)Nc2ccccc2N1S(=O)(=O)c1cccc(F)c1 (configuration not stated)	-30%[9.22 µM]	-5%	.	-2%	0.1%	.	7%
O=C(COC(=O)c1ccccn1)NC1CCCCC1	28%	-5%[46.1 µM]	-25%[38.3 µM]	-3%	-2.3%	-7%	-2%
O=C(COc1ccc(Cl)cc1Cl)NCCCN1CCOCC1	0%	-14%[46.1 µM]	-2%[38.3 µM]	4%	2.8%	-3%	2%
CN1CCN(C(=O)/C(=C\c2ccccc2)c2ccccc2)CC1	25%	1%[46.1 µM]	52%[activator][38.3 µM]	.	-0.7%	-1%	4%
Cc1cc(C)nc(SCc2cc(=O)c(OC(=O)c3ccc(Cl)c([N+](=O)[O-])c3)co2)n1	-3%	11%	15%	-1%	-1.0%	4%	-3%
CCOc1ccc(NC(=O)CSc2nnc(-c3ccco3)n2C)cc1	-5%	-5%[46.1 µM]	9%[38.3 µM]	0%	-4.2%	0%	1%
CCOc1ccc2nc(NC(=O)/C=C/c3ccc4c(c3)OCO4)sc2c1	19%	13%	-11%	6%	-1.0%	-5%	-9%
CC(=O)c1ccc(-c2nnc(CCC(=O)N(C)Cc3c(C)nc4ccccn34)o2)s1	-1%[9.22 µM]	2%	11%	5%	-0.2%	.	9%

Part of the list above in order of molar mass, smallest number first:
SMILES	HTT aggregate	NPSR antagonist	IMPase Li cell	L3MBTL1 block	Epigenetic reg	KinaseGlo FLuc	CBFb-RUNX1 inh
COc1cc(OC)c2c(=O)c(-c3ccc4c(c3)OCO4)coc2c1	.	.	1%	.	-1.4%	-2%	.
CCSC1=N/C(=C\c2ccccc2)C(=O)N1c1ccc(OC)cc1	20%	-42%	9%	.	1.0%	1%	2%
Cc1ccc(S(=O)(=O)N(C)C(=O)NC(=O)NS(=O)(=O)c2ccccc2)cc1	?	18%	-7%	.	1.8%	1%	-22%

(list continues)
SMILES	HTT aggregate	NPSR antagonist	IMPase Li cell	L3MBTL1 block	Epigenetic reg	KinaseGlo FLuc	CBFb-RUNX1 inh
CNS(=O)(=O)c1ccc(C(C)(C)C)cc1	4%[9.22 µM]	-8%	0%	7%	-1.0%	2%	7%
COc1ccc(CCNC(=O)c2ccc(N(C)S(=O)(=O)c3ccccc3)cc2)cc1	12%[9.22 µM]	-21%	.	.	-4.3%	.	8%
CN1CCN(c2ccc(S(=O)(=O)N3CCCCC3)cc2[N+](=O)[O-])CC1	-13%	10%	-1%	-8%	1.3%	-2%	-10%
CCc1ccc(Nc2nnc(SCC(=O)N(C)C3CCS(=O)(=O)C3)s2)cc1 (configuration not stated)	19%[9.22 µM]	6%[7.67 µM]	.	5%	-0.3%	.	4%
COC(/C=C/Nc1ccc(C)c(C)c1)=C(C#N)C#N	10%	0%[46.1 µM]	-5%[38.3 µM]	0%	0.0%	3%	7%
O=C(COC(=O)c1ccccc1NS(=O)(=O)c1cccs1)NC1CCCCC1	-6%	-17%	-4%	-2%	-1.0%	1%	-1%
CCCOc1cccc(C(=O)Nc2cccc(NC(=O)c3ccco3)c2)c1	26%[9.22 µM]	?	12%[38.3 µM]	4%	4.9%	0%	4%
CCN1/C(=C/C(=S)Nc2ccccc2)Sc2ccccc21	4%[9.22 µM]	-47%	.	-11%	1.0%	.	?
Nc1nc(-c2ccccc2)c(C(=O)Nc2ccccc2)s1	-19%	-3%	11%	-5%	-5.1%	3%	10%
CCCN(CC(=O)Nc1ccc(F)c(F)c1F)Cc1cc(=O)n2ccsc2n1	0%	-12%	2%	.	-0.1%	-4%	-7%
O=S(=O)(CCN1CCSCC1)c1ccccc1	-1%[9.22 µM]	-11%	.	-3%	-0.6%	.	3%
O=C(NC12CC3CC(CC(C3)C1)C2)c1cncc(O)c1	6%	2%[46.1 µM]	21%[38.3 µM]	6%[11.4 µM]	0.0%	1%	5%
c1ccc2nc(SCc3cn4ccccc4n3)cnc2c1	-26%	0%	-16%	-4%	-1.5%	1%	-3%
CC(=O)Oc1cc2c(cc1Cl)C(c1cccs1)CC1(CC(C)(C)NC(=S)N1)O2 (configuration not stated)	-13%[9.22 µM]	27%	3%	-18%	-4.4%	0%	-3%
COc1ccc(NC(=S)NNc2ccc([N+](=O)[O-])cc2S(=O)(=O)Nc2ccc(C)cc2C)cc1	?	-39%	3%	?	1.5%	-14%	?

Screening results as filed in PubChem BioAssay.

This is a subset, so the mix of outcomes need not match the whole.
